# GAA glycogen = qHTS Assay for Inhibitors and Activators of Human alpha-Glucosidase Cleavage of Glycogen; Lysosomal alpha-glucosidase (Homo sapiens), P10253; recombinant GAA, glycogen substrate, Amplex Red glucose oxidase fluorescence; Potency, µM (titrated, usually from 76.4 µM), without a hit: at the top dose activity change, negative = inhibition, most hits filed as inhibitors; actives 0.38% (n = 300,000);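 also: 0% = full enzyme reaction and -100% = no-enzyme basal signal; the screen sought inhibitors and activators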
#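 Recombinant human alpha-glucosidase (4 nM final) hydrolysed bovine liver glycogen (30 ug) for 40 min at 37 C in pH 5.0 citrate/phosphate with 0.01% Tween-20. Released glucose detected by glucose oxidase/Amplex Red, Ex 573/Em 610 nm. Compounds up to 77 uM; AC50 from Hill fits.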
# HTT ATP protect = qHTS Multiplex Assay to Identify Dual Action Probes in a Cell Model of Huntington: Cytoprotection (ATP); Potency, µM (doses to about 56.4 µM), without a hit: cytoprotection (ATP increase), actives largely listed as activators; AID 1471, 2008; actives 0.14% (n = 230,000); PC12 HTT-Q103 induced, cytoprotection, ATP luminescence, 40 h;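 also: % of control where 0% means no effect; nearly all actives have a fitted effect of over 45% in size; toxic huntingtin expression switched on by the ecdysone agonist tebufenozide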
#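 Quantitative HTS on tebufenozide-induced (100 nM) PC12 cells expressing HTTQ103 exon 1–GFP; compounds tested as a concentration series; survival measured via cellular ATP.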
# IMPase Li cell = qHTS Assay for Identifying the Cell-Membrane Permeable IMPase Inhibitors: Potentiation with Lithium | CHO-M1 cells, IP1 TR-FRET (IP-One), carbachol + lithium | actives 0.35% (n = 210,000) | Potency, µM (top dose mostly 59.4 µM), inactives show at the top dose activity, negative = IMPase inhibition, usual class: inhibitors;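 also: IP1 builds up when IMPase is blocked and the TR-FRET signal falls; plate controls were basal vehicle for no effect and high inhibitor control for full effect; nearly all actives have a fitted effect of over 50% in size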
#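 Concentration–response in CHO-M1 cells, lithium-potentiated; 30 min at 37C. IP1 detected by competitive TR-FRET after 10 min lysis at RT. Hill-fitted AC50.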
# HTT aggregate = qHTS Multiplex Assay to Identify Dual Action Probes in a Cell Model of Huntington: Aggregate Formation (GFP). PC12 HttQ103-GFP aggregates, Acumen cytometry, 40 h. actives 1.1% (n = 220,000). Potency, µM (doses to about 46.1 µM), without a hit: at the highest dose activity change, negative = inhibition, hits mostly inhibitors. AID 1688, 2009; also: % is scaled to controls: 0 for no effect and ±100 for the full control effect; nearly all actives have a fitted effect of over 60% in size
#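 Using laser scanning cytometry, GFP-positive aggregates were counted after lysis of PC12 cells induced with 100 nM tebufenozide to express HTT exon 1 Q103–GFP. Compounds were tested in titration.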
# GAA inh = qHTS Assay for Inhibitors of Human alpha-Glucosidase as a Potential Chaperone Treatment of Pompe Disease | purified human GAA, 4-MU-alpha-glucoside fluorescence | Potency, µM (doses to about 76.9 µM), for the others: top-dose activity change, negative = inhibition, usual class: inhibitors | actives 0.005% (n = 200,000) | AID 1466, 2008;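 also: plate controls were uninhibited enzyme wells for no effect and no-enzyme background for full effect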
#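 AC50 values come from Hill fits of compound titrations (up to 77 uM) against 4 nM human enzyme. Substrate 4-methylumbelliferyl-alpha-D-pyranoside at 400 uM, pH 5.0 citrate buffer, 20 min room temperature; fluorescence Ex 365/Em 440 after alkaline stop.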
# aGlu spleen mod = qHTS Assay for Inhibitors and Activators of Human alpha-Glucosidase From Spleen Homogenate. Lysosomal alpha-glucosidase (Homo sapiens), P10253. human spleen homogenate, 4-MU-alpha-glucoside fluorescence. Potency, µM (highest dose often 79.9 µM), without a hit: at the highest dose activity change, negative = inhibition, hits mostly inhibitors. actives 0.006% (n = 240,000);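 also: 0% = enzyme with vehicle and -100% = no enzyme basal signal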
#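 Enzyme source: human spleen homogenate, 1 ug/well. Buffer 50 mM citric acid/K phosphate pH 5.0, 0.01% Tween-20. 4-MU-alpha-glucoside 1 mM; 37 C x 40 min; NaOH/glycine stop; fluorescence.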
# GoLoco inh red = qHTS Assay for Inhibitors of RGS12 GoLoco Motif Activity (Red Fluorophore); Guanine nucleotide-binding protein G(i) subunit alpha-1 (Homo sapiens), P63096; Gai1:RGS12 GoLoco peptide FP, rhodamine, 10 min; Potency, µM (doses to about 61.6 µM), for inactives: top-dose activity, negative = inhibition, actives largely listed as inhibitors; actives 0.44% (n = 230,000); active = well fitted inhibition curve with a large enough effect, not every such curve was filed as active; inactive = no such curve, though single readings can be large or run the other way; also: % is scaled to controls: 0 for no effect and ±100 for the full control effect; nearly all actives have a fitted effect of over 30% in size; many of its hits are not listed in these tables
# Target sequence (P63096 whole entry, looked up): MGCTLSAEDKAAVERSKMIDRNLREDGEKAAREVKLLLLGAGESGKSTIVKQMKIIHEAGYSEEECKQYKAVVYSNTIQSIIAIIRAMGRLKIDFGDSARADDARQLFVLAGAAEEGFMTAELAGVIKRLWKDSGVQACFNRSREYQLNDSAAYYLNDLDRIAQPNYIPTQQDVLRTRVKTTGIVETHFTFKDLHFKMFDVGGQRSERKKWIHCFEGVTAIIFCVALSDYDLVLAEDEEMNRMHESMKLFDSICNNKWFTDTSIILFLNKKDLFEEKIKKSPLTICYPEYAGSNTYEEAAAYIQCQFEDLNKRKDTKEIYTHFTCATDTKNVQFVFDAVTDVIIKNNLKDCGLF
# An asterisk follows results filed as active; ? = inconclusive; / = not tested or not shown; [ ] = remark or other dose. Unless noted, calls follow the shape of the dose curve; as a rule, active = well fitted curve in the direction sought with a large enough effect; inconclusive = small, poorly fitted or top-dose-only effect, or another doubt; inactive = no such curve, though single readings can be large; an effect the other way counts as inactive or inconclusive. Potency is read from the fitted curve at half-maximal effect.
# Codes – A = GAA glycogen; B = HTT ATP protect; C = IMPase Li cell; D = HTT aggregate; E = GAA inh; F = aGlu spleen mod; G = GoLoco inh red
Cc1ccc(C(=O)Nc2cccc(C(=O)N3CCOCC3)c2)cc1
  A: 17%	B: -17%	C: -13%[38.3 µM]	D: -14%	E: 0%	F: 1%	G: -19%
COc1ccccc1NC(=O)C1CCCN(c2nc(C)cc(C)n2)C1 (centres undefined)
  A: 5%	B: 15%[1.9 µM]	C: 6%	D: -6%	E: 2%	F: 0%	G: -1%
COc1ccc(C2NS(=O)(=O)N=C2N)cc1 (centres undefined)
  A: 9%	B: -13%	C: -5%	D: -1%	E: -5%	F: 0%	G: 4%
Cc1c(CCO)c(=O)oc2n[nH]c(-c3ccccc3)c12
  A: -29%	B: -18%	C: 5%	D: -12%	E: 9%	F: 6%	G: 12%
O=C(NCCCN1CCCC1)C1CCC(=O)N1C1CCCCC1 (centres undefined)
  A: 6%	B: 27%	C: -4%[38.3 µM]	D: -2%	E: -1%	F: -19%	G: 12%
Cc1c(NC(=O)c2c(NC(=O)CNC3CC3)sc3c2CCCC3)c(=O)n(-c2ccccc2)n1C
  A: -19%	B: 27%[10 µM]	C: 7%	D: -7%	E: 6%	F: 4%	G: 5%
COC(=O)CN(c1ccc2c(c1)OCO2)S(C)(=O)=O
  A: 4%	B: -7%	C: -4%[38.3 µM]	D: 19%	E: -6%	F: -7%	G: 2%
CCOC(=O)C1=NNC2(c3ccc(Cl)cc3)C(=O)N(c3ccc(C)cc3)C(=O)C12 (centres undefined)
  A: 7%	B: -1%[10 µM]	C: -10%	D: 4%	E: -4%	F: -2%	G: 11%
COc1cc(CCC(=O)OCC(=O)NCc2ccc(Cl)cc2)cc(OC)c1OC
  A: -17%	B: -4%[10 µM]	C: 11%	D: 24%	E: 7%	F: -1%	G: 2%
O=C(Nc1cccc2ccccc12)c1ccc(OC(=S)N2CCOCC2)cc1
  A: -20%	B: -59%[inhibitor]	C: 15%[38.3 µM]	D: ?	E: -11%	F: -10%	G: 3%
COc1ccc2c(C)cc(SCC#N)nc2c1
  A: -6%	B: 5%[10 µM]	C: -22%[38.3 µM]	D: -31%	E: 5%	F: -3%	G: 26%
Cc1cccc(C(=O)c2ccccc2C(=O)O)c1
  A: -14%	B: 4%[10 µM]	C: /	D: 7%[9.22 µM]	E: -3%	F: -6%	G: -2%
Cc1cccc(N2C(=O)CC(Cn3nc(C)cc3C)C2=O)c1 (centres undefined)
  A: 8%	B: 9%[10 µM]	C: /	D: -24%[9.22 µM]	E: /	F: 3%	G: -2%
CC(=O)C(=Nc1ccccc1Cl)NNc1ccc(Cl)cc1
  A: ?	B: -29%[10 µM]	C: 19%	D: 3%	E: 0%	F: -2%	G: -19%
N#CCCn1cnc2c1NC=NC2Cl (centres undefined)
  A: /	B: 13%	C: -3%	D: /	E: /	F: -10%	G: 5%
Cc1ccccc1NC(=O)CNc1ccc(Cl)c(C(F)(F)F)c1
  A: 5%	B: 5%[10 µM]	C: /	D: 4%	E: -5%	F: -3%	G: /
Cc1ccc(C(=O)OCC(=O)NCC(F)(F)F)cc1C
  A: 15%	B: -16%[10 µM]	C: -3%	D: -3%	E: -3%	F: 3%	G: -6%
Cn1c(SCC(=O)c2ccc(O)c(O)c2)nnc1-c1cccs1
  A: ?	B: 10%[10 µM]	C: /	D: -19%[9.22 µM]	E: /	F: 5%	G: 6%
COc1ccc(C(=O)N/C(=C/c2cccc3ccccc23)C(=O)NCCc2c[nH]c3ccccc23)cc1OC
  A: -5%	B: -5%[10 µM]	C: 1%	D: -7%	E: -11%	F: 7%	G: 14%
COc1ccc(S(=O)(=O)Nc2cc3c4c(oc3c3ccccc23)CCCC4=O)cc1
  A: 3%	B: -17%	C: 18%[38.3 µM]	D: -3%	E: ?	F: -7%	G: 14%
NC(=O)CNC1CC(=O)N(CCc2ccccc2)C1=O (centres undefined)
  A: 7%	B: -7%	C: 0%[38.3 µM]	D: 9%[9.22 µM]	E: -4%	F: -1%	G: -8%
CCC(Sc1nc2ncnc(N)c2[nH]1)C(=O)O (centres undefined)
  A: -19%	B: -2%[10 µM]	C: 4%	D: 17%	E: 2%	F: 6%	G: 7%
Cc1ccc(-c2csc3ncnc(Nc4ccc(N5CCOCC5)cc4)c23)cc1
  A: -21%	B: -48%[inhibitor]	C: 17%[38.3 µM]	D: ?	E: -9%	F: -3%	G: -30%
CC(C)Cc1nc(SCC(=O)Nc2nnc(CC(C)C)s2)n[nH]1
  A: 2%	B: -5%[10 µM]	C: /	D: -16%[9.22 µM]	E: /	F: 0%	G: 12%
c1cnc(-c2noc(CN3CCN(C4CCCC4)CC3)n2)cn1
  A: 9%	B: 39%[10 µM]	C: 3%	D: 24%[9.22 µM]	E: -21%	F: 3%	G: 25%

# Filtered by structure: the entries above with a cyano group
# Codes – A = GAA glycogen; B = HTT ATP protect; C = IMPase Li cell; D = HTT aggregate; E = GAA inh; F = aGlu spleen mod; G = GoLoco inh red
COc1ccc2c(C)cc(SCC#N)nc2c1
  A: -6%	B: 5%[10 µM]	C: -22%[38.3 µM]	D: -31%	E: 5%	F: -3%	G: 26%
N#CCCn1cnc2c1NC=NC2Cl (centres undefined)
  A: /	B: 13%	C: -3%	D: /	E: /	F: -10%	G: 5%

# The results go on.
# Codes – A = GAA glycogen; B = HTT ATP protect; C = IMPase Li cell; D = HTT aggregate; E = GAA inh; F = aGlu spleen mod; G = GoLoco inh red
Cc1cccc(N2CCN(C(=O)C3(S(=O)(=O)c4ccc(Cl)cc4)CC3)CC2)c1C
  A: -1%	B: -48%[inhibitor]	C: 10%	D: ?	E: -7%	F: -17%	G: 2%
O=C(NCc1ccccn1)c1cc(-c2ccccc2)on1
  A: 8%	B: 10%	C: 15%[38.3 µM]	D: -2%	E: 0%	F: -2%	G: -3%
COc1cccc(Cn2nnc3c(=O)[nH]c(C4CCCN(C(=O)c5ccccc5Cl)C4)nc32)c1 (centres undefined)
  A: 1%	B: -6%	C: -10%[38.3 µM]	D: 10%	E: 1%	F: 2%	G: 2%
Cc1ccccc1NC(=S)N(Cc1cccs1)C1CCCC1
  A: -2%	B: -33%[inhibitor]	C: 7%	D: 13%	E: -14%	F: -6%	G: 5%
Cc1nc(-c2ccc(-c3ccon3)s2)no1
  A: 6%	B: 24%[10 µM]	C: /	D: 13%[9.22 µM]	E: 6%	F: 1%	G: 15%
Cc1ccc(C(=O)NNC(=O)C(C)Sc2nc(N)cc(N)n2)cc1 (centres undefined)
  A: -1%	B: 1%	C: 7%[38.3 µM]	D: 2%	E: -1%	F: -2%	G: 8%
O=C(c1ccc(S(=O)(=O)NCc2ccco2)cc1)N1CCCC1
  A: -5%	B: -13%	C: -6%	D: -8%	E: -3%	F: -5%	G: -3%
COc1ccc(-c2cc(C#N)nc(N3CCN(c4ccccc4)CC3)n2)cc1
  A: 7%	B: 7%	C: 11%[38.3 µM]	D: -10%	E: -10%	F: -12%	G: -1%
COCCn1nnnc1CN(Cc1cc2cc(OC)c(OC)cc2[nH]c1=O)C1CCCC1
  A: -1%	B: -10%	C: ?	D: 1%	E: ?	F: ?	G: 2%
CC(=O)Nc1cccc(N(C)S(C)(=O)=O)c1
  A: 0%	B: 2%	C: 3%[38.3 µM]	D: -2%	E: -1%	F: -1%	G: 6%
O=C(CCS(=O)(=O)c1ccc(Br)cc1)Nc1ccc2c(c1)OCO2
  A: -13%	B: -23%[10 µM]	C: 3%	D: -9%	E: 3%	F: 0%	G: 5%
O=C(Nc1cccc(Cl)c1N1CCCC1)c1cc2ccccc2o1
  A: -9%	B: 6%	C: 53%[activator][38.3 µM]	D: -17%	E: -4%	F: 4%	G: -17%
CCCCCn1c(NC(=O)c2ccco2)c(S(=O)(=O)c2ccc(C)cc2)c2nc3ccccc3nc21
  A: -5%	B: -67%[inhibitor]	C: 11µM*	D: ?	E: 15%	F: 1%	G: -1%
CCc1ccccc1NC(=O)COc1ccc2oc(-c3ccc(OC)cc3)cc(=O)c2c1
  A: 8%	B: -37%[10 µM]	C: /	D: 7%	E: ?	F: -2%	G: /
COc1cc(CNc2nc(C)c([N+](=O)[O-])c(C)c2C#N)cc(OC)c1OC
  A: 1%	B: /	C: 8%	D: -1%	E: ?	F: -13%	G: 11%
O=C(c1cnc2nc3ccccc3n2c1)c1cc(F)ccc1O
  A: -10%	B: -50%[inhibitor]	C: -5%	D: -8%	E: -5%	F: -12%	G: 12%
COc1ccc(OC)c(NC(=O)CSc2nc(C)cs2)c1
  A: -1%	B: 26%[10 µM]	C: 16%[38.3 µM]	D: 8%	E: 1%	F: 0%	G: -1%
CCN(CC)C(=O)Cn1c(=O)n(-c2ccccc2)c(=O)c2c3c(sc21)CCC3
  A: ?	B: -7%	C: 4%[38.3 µM]	D: 9%	E: 6%	F: -4%	G: -7%
O=C(CCC(=O)OCC(=O)c1ccc(-c2ccccc2)cc1)Nc1cccc(Cl)c1
  A: 5%	B: -5%	C: -4%[38.3 µM]	D: 21%	E: -2%	F: -2%	G: 3%
CC(=O)Oc1ccc(-c2cccc(C(=O)NCCCO)c2)cc1
  A: -1%	B: 19%[0.074 µM]	C: 1%	D: 14%	E: -5%	F: -2%	G: 8%
CC(C)(C)C(=O)Nc1nc(NC(=O)C(C)(C)C)nc(-c2ccccc2Cl)n1
  A: 7%	B: -11%[10 µM]	C: /	D: 5%[9.22 µM]	E: /	F: -1%	G: 16%
CN1C(=O)N(c2cccc3ccccc23)C(n2cncn2)C1(C)C (centres undefined)
  A: -5%	B: -1%[0.074 µM]	C: -4%[38.3 µM]	D: -9%	E: 3%	F: -14%	G: 9%
COc1ccc2cc(Br)ccc2c1CC(=O)NC(C)(C)C
  A: 5%	B: -11%[10 µM]	C: ?	D: -5%	E: 4%	F: 2%	G: -20%
c1ccc(N(c2ccccc2)c2nc(N3CCOCC3)nc(N3CCOCC3)n2)cc1
  A: 1%	B: -4%	C: -9%[38.3 µM]	D: 15%	E: -4%	F: 0%	G: 0%
COc1ccc(S(=O)(=O)N2CCCC(C(F)(F)F)C2)cc1 (centres undefined)
  A: 3%	B: 1%	C: 4%	D: -6%[9.22 µM]	E: ?	F: -3%	G: 9%

# Source: PubChem BioAssay

# An excerpt; count on the stated rates, not on these rows.
